# High-throughput results as filed in PubChem BioAssay.
# HT1080 viability – HT1080 cell viability loss – fluorescence readout (AID 620); cytotoxicity, % at 10 µM, or EC50 in µM where a hit was titrated; actives 0.42% (n = 87,000); HT1080 viability, fluorescence; higher % means a stronger effect; in the data active means cytotoxicity above about 50%;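 further: cells exposed to compound overnight then 4 h with Alamar Blue; 0% = vehicle DMSO and 100% = killing control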
# * marks the source's active call; other numbers are inactive results.
SMILES,HT1080 viability
OC(COc1ccc2cc(Br)ccc2c1)CN1CCOCC1 (stereo unspecified),-1.3%
S=C(Nc1ccccc1)Nc1ccccc1C#Cc1ccccc1,-13.6%
CCOc1ccc(-c2nnn(CC(=O)NCc3ccco3)n2)cc1OCC,-0.6%
Cc1ccc(NC(=O)NC2CCN(S(=O)(=O)c3ccc(F)cc3)CC2)cc1,3.0%
COc1ccc(NC(=O)CCCSc2nc(-c3ccco3)cc(C(F)(F)F)n2)cc1OC,-7.6%
O=C(NCc1ccc2c(c1)OCO2)C1CC(c2ccccc2O)=NO1 (stereo unspecified),1.7%
CCOC(=O)C1CCN(Cc2ccc(Cl)c(Cl)c2)CC1,-6.8%
O=C(O)Cn1c(SCc2cccc3ccccc23)nc2ccccc21,3.9%
CCc1ccccc1NC(=O)c1cc2ncc(Br)cn2n1,0.4%
O=C(NCc1ccc2c(c1)OCO2)c1ccc(Cl)c(S(=O)(=O)N2CCOCC2)c1,0.1%
CCOC(=O)CSc1nnc(NC(=O)c2cccc(S(=O)(=O)N3CCCCCC3)c2)s1,-9.4%
O=C(NCCCn1ccnc1)c1ccc(Br)c(S(=O)(=O)N2CCOCC2)c1,-12.0%
COc1cc(/C=N/N=C(/N)c2nonc2N)cc(Br)c1OCc1ccccc1C,-0.8%
COC(=O)C1=C(C)N(CCCC(=O)O)C(=O)NC1c1ccccc1OS(=O)(=O)c1ccccc1[N+](=O)[O-] (stereo unspecified),-15.3%
CC1(C)Cc2ccccc2C(NNC(=O)c2cccnc2)=N1,1.8%
Cc1ccc2c(Cl)cc(Cl)c(OCC(=O)NCc3ccco3)c2n1,0.6%
Cc1ccc(S(=O)(=O)c2nc(NCCN(C)C)sc2Cl)cc1,-4.3%
CCCCN(CC)C(=O)Cc1ccccc1OC,-26.0%
CNc1nc(N(C)C)nc(N(C)C)n1,3.3%
CCc1ccc(CN2CCN(S(=O)(=O)Cc3ccccc3)CC2)cc1,-9.2%
NC(=O)c1cc2cc(Cl)ccc2oc1=O,-13.5%
CCC#CCOCC(=O)Nc1ccccc1,-10.0%
O=c1c2c3c(sc2nc2sc(CN4CCCCC4)cn12)CCCC3,-14.8%
CC(C)(C)Cc1nnc(NS(C)(=O)=O)s1,4.6%
COc1ccc(C(=O)NC(=S)NCc2ccc(-c3nc4ccccc4o3)cc2)cc1OC,8.4%
COc1ccccc1CNS(=O)(=O)c1ccc(C)cc1,1.9%
CN1CCN(CC(=O)N2c3ccccc3C(C)(c3ccc(Cl)cc3)CC2(C)C)CC1 (stereo unspecified),-13.4%
O=C1OC(c2ccccc2)=C/C1=C/N1CCOCC1,-0.4%
CCC(=O)Nc1nonc1-c1nc2ccccc2n1Cc1cccc2ccccc12,56.3%*
C=CCn1c(CNC(=O)c2ccco2)nnc1SCC(=O)N1c2ccccc2Sc2ccccc21,-9.2%
CC(NC(=O)Cn1nnc(-c2ccncc2)n1)c1ccccc1 (stereo unspecified),8.6%
CCOc1ccccc1N(C(=O)CNS(=O)(=O)c1ccccc1)C(CC)C(=O)NCc1ccco1 (stereo unspecified),-5.4%
CCCCN(N=Nc1nonc1OC)c1nonc1OC,16.3%
CC(=O)c1cccc(N(C(=O)c2cnccn2)C(C(=O)NCc2ccccc2)c2ccco2)c1 (stereo unspecified),-0.9%
CNC(=O)CCSc1ccc(C)cc1,5.8%
O=C1N=C(c2ccccc2)S/C1=C\c1cccs1,13.9%

# Of the compounds above, these contain a carbonyl joined to an NH by a bond outside any ring.
SMILES,HT1080 viability
CCOc1ccc(-c2nnn(CC(=O)NCc3ccco3)n2)cc1OCC,-0.6%
Cc1ccc(NC(=O)NC2CCN(S(=O)(=O)c3ccc(F)cc3)CC2)cc1,3.0%
COc1ccc(NC(=O)CCCSc2nc(-c3ccco3)cc(C(F)(F)F)n2)cc1OC,-7.6%
O=C(NCc1ccc2c(c1)OCO2)C1CC(c2ccccc2O)=NO1 (stereo unspecified),1.7%
CCc1ccccc1NC(=O)c1cc2ncc(Br)cn2n1,0.4%
O=C(NCc1ccc2c(c1)OCO2)c1ccc(Cl)c(S(=O)(=O)N2CCOCC2)c1,0.1%
CCOC(=O)CSc1nnc(NC(=O)c2cccc(S(=O)(=O)N3CCCCCC3)c2)s1,-9.4%
O=C(NCCCn1ccnc1)c1ccc(Br)c(S(=O)(=O)N2CCOCC2)c1,-12.0%
CC1(C)Cc2ccccc2C(NNC(=O)c2cccnc2)=N1,1.8%
Cc1ccc2c(Cl)cc(Cl)c(OCC(=O)NCc3ccco3)c2n1,0.6%
NC(=O)c1cc2cc(Cl)ccc2oc1=O,-13.5%
CCC#CCOCC(=O)Nc1ccccc1,-10.0%
COc1ccc(C(=O)NC(=S)NCc2ccc(-c3nc4ccccc4o3)cc2)cc1OC,8.4%
CCC(=O)Nc1nonc1-c1nc2ccccc2n1Cc1cccc2ccccc12,56.3%*
C=CCn1c(CNC(=O)c2ccco2)nnc1SCC(=O)N1c2ccccc2Sc2ccccc21,-9.2%
CC(NC(=O)Cn1nnc(-c2ccncc2)n1)c1ccccc1 (stereo unspecified),8.6%
CCOc1ccccc1N(C(=O)CNS(=O)(=O)c1ccccc1)C(CC)C(=O)NCc1ccco1 (stereo unspecified),-5.4%
CC(=O)c1cccc(N(C(=O)c2cnccn2)C(C(=O)NCc2ccccc2)c2ccco2)c1 (stereo unspecified),-0.9%
CNC(=O)CCSc1ccc(C)cc1,5.8%

# (listing goes on)
SMILES,HT1080 viability
COc1ccc(N2CCN(C(=O)C3COc4ccccc4O3)CC2)cc1 (stereo unspecified),-4.0%
CC(C)CCNC1=NCCCCC1,-14.6%
CCOC(=O)C1CCCN(C(=O)Nc2ccccc2)C1 (stereo unspecified),16.9%
COCCN1C(=O)C(O)=C(C(=O)c2cccs2)C1c1ccccc1 (stereo unspecified),12.5%
CCCN1CNC(=S)N(c2cccc(C)c2C)C1,-15.7%
CCOC(=O)c1cnn(-c2ccccc2)c1NC(=O)c1ccc(C)cc1,2.5%
CCOC(=O)C1=C(O)/C(=C/c2cn(CC(=O)N3CCCC3)c3ccccc23)SC1=Nc1ccccc1,-9.6%
O=C(Cn1nnc2ccccc21)OCC(=O)c1ccccc1,-5.7%
NC(=O)c1ccccc1N/C=C/C(=O)c1ccc(Cl)cc1,5.1%
CSCC[C@H](NC(=O)CC(C)(C)C)c1nc2ccccc2[nH]1,-7.2%
Cc1ccc(/C=N/NC(=O)Cn2nccc2C)o1,-13.0%
O=c1cc(CSc2nc3ccccc3[nH]2)c2ccccc2[nH]1,17.9%
CCCCCOC(=O)Cn1c(=O)c2c(nc(N3CCOCC3)n2C)n(C)c1=O,5.9%
O=C(O)C1CCCN(S(=O)(=O)c2ccc(Br)cc2)C1 (stereo unspecified),-15.2%
Cc1cc(C)c(NC(=O)CSc2nc3ccc(NC(=O)CSc4nnnn4Cc4ccccc4)cc3s2)c(C)c1,-4.9%
COc1ccc(N(CC(=O)Nc2ccc(S(=O)(=O)N3CCCCC3)cc2)S(C)(=O)=O)cc1OC,-8.9%
COCC(=O)OCC(=O)Nc1cc(C(C)(C)C)nn1-c1ccccc1,-5.7%
CNC(=O)c1ccc(CNC(=O)OCC(F)(F)F)cc1,-0.7%
Cc1cc(N)n(-c2ncnc3scc(-c4ccccc4)c23)n1,-7.9%
COc1ccccc1CNC(=O)c1cnn2c(C(F)F)cc(C)nc12,-0.2%
O=S(=O)(c1ccc(Cl)cc1)N1CCn2c1nc1ccccc12,8.3%
Cc1cccc(NC(=O)CSc2nnnn2C)n1,-20.5%
COc1ccc(-c2nc(N)n(C(=O)Cc3ccccc3)n2)cc1,-2.9%
CN=C1c2cc3cc(OC)ccc3n2CCN1Cc1ccccc1,-0.1%
CCC(C)NS(=O)(=O)c1ccc(S(=O)(=O)N(CC(=O)Nc2ccccc2)Cc2ccco2)cc1 (stereo unspecified),3.8%
CC(C)c1nnc(NC(=O)CCC(=O)NCc2cccs2)s1,-9.4%
Cc1nc2ccc(NC(=O)c3ccc(F)c(S(=O)(=O)N4CCOCC4)c3)cc2s1,-4.5%
Cc1cc[n+](-c2nc3ccccc3nc2C(=C=[N-])C#N)cc1,-10.2%
CC(C)CNS(=O)(=O)c1ccc(OCC(=O)Nc2ccc(F)cc2F)cc1,2.2%
Cc1cc(C)n(CC(=O)c2ccc(Br)cc2)c(=O)c1C#N,-7.9%
Cc1nnc(SCc2nc(N)nc(Nc3ccccc3)n2)s1,8.6%
Cc1cc(C(=O)CSc2nnnn2-c2ccccc2)c(C)n1CCc1ccccc1,4.8%
CN(CC(=O)NC(c1ccccc1)c1ccccc1)Cc1nc2ccccc2c(=O)[nH]1,0.1%
COc1cc(NC(=O)CSc2nnc(Cn3nnc4ccccc43)n2C)cc(OC)c1,1.1%
CCc1ccc(S(=O)(=O)N2CC(=O)Nc3ccccc32)cc1,0.5%
Cc1ccc(C)c(S(=O)(=O)N2CCN(C(=O)c3cnccn3)CC2)c1,0.7%
CCCn1nnc(NC(=O)c2cccc(Cl)c2)n1,-16.3%
Cc1[nH]n(-c2ccccc2)c(=O)c1C1(C(F)(F)F)C(=O)N(c2ccc(F)cc2)C2=C1C(=O)CC(C)(C)C2 (stereo unspecified),18.6%
CN(Cc1nc2ccccc2c(=O)[nH]1)C(=O)c1ccc(S(=O)(=O)N(C)C)cc1,1.4%
O=C(NCc1ccco1)c1ccc(Cn2c(=O)c3ccccc3n(Cc3ccc(Cl)cc3)c2=O)cc1,-9.8%
Cc1ccc(N(CC(=O)Nc2cccc(N(C)S(C)(=O)=O)c2)S(C)(=O)=O)cc1,-12.8%
COc1ccc(-c2nncnn2)cc1,9.1%
CC1CC(C)CN(CCOc2ccc(Cl)cc2Cl)C1 (stereo unspecified),18.3%
CC1=C(C(=O)OC(C)(C)C)C(c2ccc(Br)cc2)NC(=O)N1CCCC(=O)O (stereo unspecified),6.1%
CCCN(CCC)S(=O)(=O)c1ccc(C(=O)Nc2ccc(OCC(=O)N3CCOCC3)cc2)cc1,-12.4%
COC(=O)Nc1ccc(S(=O)(=O)N2CCCC(C(=O)Nc3cccnc3)C2)cc1 (stereo unspecified),-6.5%
CCCC(=O)N1c2ccccc2C(N(C(C)=O)c2ccccc2)CC1C (stereo unspecified),-13.9%
Cc1ccc(Cl)cc1N1CCN(C(=O)Cc2cn(C)c3ccccc23)CC1,-13.8%

# 2 entries drawn at random from the list so far:
SMILES,HT1080 viability
Cc1ccc(N(CC(=O)Nc2cccc(N(C)S(C)(=O)=O)c2)S(C)(=O)=O)cc1,-12.8%
Cc1[nH]n(-c2ccccc2)c(=O)c1C1(C(F)(F)F)C(=O)N(c2ccc(F)cc2)C2=C1C(=O)CC(C)(C)C2 (stereo unspecified),18.6%

# (listing goes on)
SMILES,HT1080 viability
Cc1ccc(N(C)C(=O)N2CCN(S(=O)(=O)c3ccc4ccccc4c3)CC2)cc1,5.5%
O=C(O)c1cccc(-c2nnn(Cc3ccccc3)n2)c1,2.6%
Cc1ccc(NC(=O)C2CCN(C(=O)NC3CCCCC3)CC2)c(C)c1,6.5%
COc1ccc(S(=O)(=O)N2CCC(C(=O)NCc3ccccn3)CC2)cc1OC,-16.6%
CCOC(=O)c1ccc(-n2nc(C(F)(F)F)c3c(C)cc(=O)oc32)cc1,-2.2%
O=S(=O)(O/N=C1\CCCc2ccccc21)c1ccc(Cl)cc1,1.8%
CCOc1ccc(C2Sc3ccccc3NC3=C2C(=O)OC3)cc1 (stereo unspecified),-5.1%
COc1ccc(Cc2nnc(SC)[nH]c2=O)cc1,2.9%
CNC(=O)c1ccc(-c2ccc(F)cc2)s1,4.7%
S=C(NN=C(C1CC1)C1CC1)Nc1ccccc1,-15.5%
Cc1ccc(S(=O)(=O)Cc2ccc(C(=O)O)o2)cc1,16.4%
Nc1nnc(SC2CC(=O)N(c3ccccc3)C2=O)s1 (stereo unspecified),-4.3%
CCc1cc2cc(C(=O)N3CCN(c4ccccc4)CC3)sc2s1,-2.4%
Cc1cc(C(=O)CSc2nnc(-c3ccc(Cl)cc3)n2C)c(C)n1CC1CCCO1 (stereo unspecified),-8.5%
CC(C)C(NC(=O)c1ccccc1)c1nnc(SCC(=O)Nc2nccs2)n1C (stereo unspecified),13.7%
CC(=O)c1cccc(NC(=O)Nc2ccc(C)cc2)c1,0.8%
Cc1ccc(C2=NN(S(C)(=O)=O)C(c3cccs3)C2)cc1 (stereo unspecified),-7.3%
Cc1ccccc1OCC(=O)NC(=S)Nc1ccc2c3c(cccc13)CC2,-11.9%
O=C(O)c1cccc(-c2nnn(Cc3ccccc3Cl)n2)c1,-7.1%
Cc1ccccc1C(=O)NC1CCN(Cc2nnnn2C2CCCC2)CC1,-5.4%
CC(C)(C)OC(=O)N[C@@H](Cc1ccccc1)c1nnc(SCC(=O)c2ccc(Cl)cc2)o1,-2.3%

# This is a subset, so the mix of outcomes need not match the whole.
